# Screens from PubChem.
# PP1 counter: counter-screen for PP5 inhibitors: inhibitors of human PP1-alpha | 320,000 tested, 0.9% active | AID 2235 | purified PP1alpha, OMFP fluorescence | inhibition, % at 6.7 µM;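 active means inhibition above the mean inhibition of all tested compounds plus 3 SD, computed separately for each screening campaign, cut at about 15% in these data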
# GRK2 aptamer HTS: human GRK2 inhibition via aptamer displacement | bead flow cytometry, FAM-aptamer displacement from GRK2 | inhibition of aptamer binding, % at 10 µM | 330,000 tested, 0.59% active;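 active means inhibition of aptamer binding above 40%, roughly 3 SD of noise, on plates passing a quality check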;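 further: median bead fluorescence of bound FAM aptamer so fluorescent compounds give negative values; no value below 0 was filed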
# Target sequence (P25098 whole entry, looked up): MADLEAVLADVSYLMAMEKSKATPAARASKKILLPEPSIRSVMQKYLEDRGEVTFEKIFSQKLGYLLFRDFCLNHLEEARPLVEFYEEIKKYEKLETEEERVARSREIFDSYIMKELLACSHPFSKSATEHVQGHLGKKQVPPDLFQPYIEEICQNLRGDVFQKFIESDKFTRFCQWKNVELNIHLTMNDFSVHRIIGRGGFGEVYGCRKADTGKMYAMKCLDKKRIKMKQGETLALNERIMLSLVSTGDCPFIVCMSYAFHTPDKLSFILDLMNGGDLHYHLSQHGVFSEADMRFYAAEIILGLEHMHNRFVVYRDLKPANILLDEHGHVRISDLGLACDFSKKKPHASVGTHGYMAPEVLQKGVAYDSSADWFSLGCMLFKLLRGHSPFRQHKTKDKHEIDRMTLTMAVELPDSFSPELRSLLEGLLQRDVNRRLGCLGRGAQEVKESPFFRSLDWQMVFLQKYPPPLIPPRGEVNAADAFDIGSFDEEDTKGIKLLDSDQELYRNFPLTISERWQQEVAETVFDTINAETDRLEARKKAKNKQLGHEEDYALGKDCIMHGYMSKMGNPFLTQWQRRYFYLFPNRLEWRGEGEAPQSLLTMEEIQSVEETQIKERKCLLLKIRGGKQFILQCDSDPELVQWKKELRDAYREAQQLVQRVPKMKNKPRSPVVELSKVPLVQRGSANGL
# core dimer inh: HCV core protein dimerization inhibition; 300,000 tested, 0.33% active; AID 1899; inhibition, % at 5 µM; TR-FRET GST/Flag-core106 dimerization, 1536-well;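 active means inhibition above the mean of all tested compounds plus 3 SD, set per screening campaign, cut at about 45% in these data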
#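 System – GST-tagged and Flag-tagged HCV core protein residues 1-106 · Repeats – one well for each compound · Technique – TR-FRET 671 and 617 nm emission · Doses – one concentration, 5 µM, in 0.5% DMSO · Times – 4 h, 22.5 °C incubation · Also added – Eu donor and XL665 acceptor anti-tag antibodies · Measure – percent inhibition of core106 dimerization signal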
# proCasp7 act: counter-screen: procaspase-7 (human) activation; P55210; 330,000 tested, 0.093% active; AID 463210; activation, % at 8.5 µM; recombinant procaspase-7, Ac-DEVD-pNA absorbance 405 nm; D23A/D198A/D206A triple mutant, cannot self-cleave; scale: DMSO 0, 5 µM enzyme 100;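 active means percent activation above the screen-wide mean plus 3 SD, cut at about 25% in these data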
# Target sequence (P55210 whole entry D23A/D198A/D206A): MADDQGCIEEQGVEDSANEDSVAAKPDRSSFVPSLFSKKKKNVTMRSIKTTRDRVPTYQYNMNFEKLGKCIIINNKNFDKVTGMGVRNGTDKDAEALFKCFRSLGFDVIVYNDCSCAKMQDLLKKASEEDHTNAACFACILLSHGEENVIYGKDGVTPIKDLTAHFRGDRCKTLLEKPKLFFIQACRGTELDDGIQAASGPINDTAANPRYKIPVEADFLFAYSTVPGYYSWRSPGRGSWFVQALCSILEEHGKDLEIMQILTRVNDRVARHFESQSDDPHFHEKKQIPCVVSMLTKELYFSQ
#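 buffer or medium = Zinc-free HEPES/NaCl buffer, pH 7.4 | material = Procaspase-7 triple mutant (PC-7 D3A) | input = 2 µM procaspase-7 mutant as dispensed | signal = Epi-absorbance of released pNA at 405 nm, two timepoints | timing = 1 h preincubation, 2 h reaction | replicates = singlicate compound testing | evaluation = % activation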
# Fh CTSL1 inh: cathepsin L1 inhibition, PFM18AAP counter-screen; recombinant F. hepatica cathepsin L1, Z-Leu-Arg-MCA fluorescence; inhibition, % at 5.96 µM; 300,000 tested, 0.49% active;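 active means inhibition above the mean of all tested compounds plus 3 SD, set per screening campaign, cut at about 17% in these data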;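 further: 0% = plate median of test compound wells and 100% = 1 µM Z-Phe-Ala-diazomethylketone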
# VLA-4 inh: inhibition in a human VLA-4 binding assay; P13612; VLA-4 expressing cells, ligand binding flow cytometry; inhibition, % (about 7 µM as worked out from the volumes in the protocol); 330,000 tested, 0.2% active; in the data active means inhibition above about 50%
# procasp3 activ: activates human procaspase-3 | 330,000 tested, 0.11% active | P42574 | activation, % at 8.5 µM | recombinant procaspase-3 D3A, Ac-DEVD-pNA absorbance 405 nm;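 active means activation above the mean of all tested compounds plus 3 SD, cut at about 21% in these data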;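 further: 0% = DMSO alone and 100% = DMSO wells spiked with extra 5 µM PC-3 D3A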
#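 Technique: 405 nm absorbance of p-nitroaniline, reads at 0 and 120 min; Test system: Procaspase-3 D3A mutant; Incubation: 1 h enzyme-compound preincubation, then 2 h substrate reaction, 25 °C; Repeats: singlicate, each compound tested once; Benchmarks: low control DMSO wells, high control DMSO plus 5 µM PC-3 D3A.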
# PP5 primary: blocks human protein phosphatase 5 activity. purified PP5c, OMFP substrate fluorescence. inhibition, % at 6.7 µM. 320,000 tested, 0.18% active;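 active means inhibition above the campaign's mean inhibition across all tested compounds plus 3 SD, cut at about 9.5% in these data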;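 further: 0% = DMSO only and 100% = 100 µM cantharidin control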
# GASC-1 inh: inhibitors of human GASC-1 (JMJD2C) demethylase | GST-JMJD2C(1-420) H3K9me3 demethylation, DELFIA europium | inhibition, % at 2.35 µM | 330,000 tested, 0.069% active;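 active means more than half of a compound's replicate wells show inhibition beyond 50%, single wells judged on their own value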;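 further: signal counts dimethyl H3K9 product captured on neutravidin plate; 0% = median of DMSO wells and 100% = 0.3 times that DMSO median; strong numbers were not always called active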
# Active calls of the source: *; i = inactive; / = no result given. An unsorted share of the library, and some 2.6% of all compounds hit somewhere here.
# Results follow in this order: PP1 counter, GRK2 aptamer HTS, core dimer inh, proCasp7 act, Fh CTSL1 inh, VLA-4 inh, procasp3 activ, PP5 primary, GASC-1 inh
(1) COc1ccc2c(c1)C=C(C(=O)OCc1cccnc1)CO2
    0, 0, 1, 2, -3, 13, 13, 1.7, 11
(2) COc1ccc(CN(C)C(=O)C2CC(=O)N(c3ccc4c(c3)OCCO4)C2)c(OC)c1 (stereo not drawn)
    2, 0, /, 0, /, 20, 2, 2.7, 1
(3) COCCNC(=O)/C(C#N)=C/c1cc(C)n(C2CCCCC2)c1C
    -5, 1, 1, 3, 3, 11, -2, 0.1, -2
(4) O=C(Nc1ccc(S(=O)(=O)N2CCOCC2)cc1)c1cccnc1
    -5, 2, -2, 12, -3, -1, 7, -0.8, 3
(5) COc1ccc(-c2cc(C(F)F)n3ncc(C(=O)N4CCc5ccccc54)c3n2)cc1
    4, 0, 13, -10, 2, -7, 2, 6.2, -2
(6) COc1ccc(CCNC(=O)C2CCCN(S(C)(=O)=O)C2)cc1 (stereo not drawn)
    -3, 1, -4, 1, 2, 1, -1, 2.2, 9
(7) COc1ccc(NC(=O)COC(=O)CCC(=O)c2cccs2)cc1OC
    0, 1, /, -6, /, -6, 1, -0.1, 1
(8) COc1cccc(N/C(N)=N/c2nc(C)cc(=O)[nH]2)c1
    -1, 0, -2, 6, 3, 20, -6, 2.4, -5
(9) Cc1nn(-c2ccccc2)c(C)c1/C=N/n1cnnc1
    -1, 2, -3, -4, 2, 7, 4, 0.3, 1
(10) CCN1CCCC1CNC(=O)C(=O)NC (stereo not drawn)
    6, 2, -13, -7, -2, -2, 4, 1.4, 9
(11) CSc1ccccc1NC(=O)CN(C)C(=O)/C=C/c1ccccc1
    -1, 0, /, 2, /, -21, 5, 2.7, -4
(12) Cc1cc(-c2ccccc2)n2nc(N)nc2n1
    -3, 0, -1, 3, 0, -1, 5, -1.3, -4
(13) CC1CC(c2ccccc2)NS(=O)(=O)O1 (stereo not drawn)
    -2, 4, 8, -3, -2, 48, 4, 0.6, -7
(14) COc1ccc(CCNS(=O)(=O)c2cn(C)c(=O)n(C)c2=O)cc1
    0, 0, -4, 16, -2, 4, -8, 4.0, 2
(15) COc1ccc(C(=O)COC(=O)CNC(=O)c2ccc(C)s2)c(OC)c1
    /, 1, /, 16, /, -9, 5, /, 2

# Further records follow:
# Results follow in this order: PP1 counter, GRK2 aptamer HTS, core dimer inh, proCasp7 act, Fh CTSL1 inh, VLA-4 inh, procasp3 activ, PP5 primary, GASC-1 inh
(16) S=C(NC1CCCC1)NC1CCCC1
    -1, 0, -2, -3, 0, 2, 3, 0.4, 4
(17) Cc1ccc(C(=O)OCC(=O)Nc2ccccc2Sc2ccccc2)cc1C
    6, 3, -8, -2, 3, 2, 2, 2.0, 0
(18) CCCCCCn1c(SCC(C)C)nc2c1c(=O)[nH]c(=O)n2C
    -2, 0, 4, -7, -1, 11, 0, -1.0, 0
(19) O=C(CNC(=O)c1ccccc1C(F)(F)F)N/N=C/c1cccs1
    2, 0, 9, -3, -1, -1, 3, -0.5, -6
(20) O=C(NC1CCCc2c1cnn2-c1ccc(F)cc1F)c1ccccc1N1CCOCC1 (stereo not drawn)
    -1, 2, 0, 2, 0, 5, -9, -2.2, -9
(21) C=CCn1cc(/C=C/c2cc[n+](C)cc2)c2ccccc21
    2, 0, -10, -10, 2, i, -10, 1.4, -3
(22) Clc1ccc(-c2nnc(-c3cccc4ccccc34)o2)cc1Cl
    0, 0, -1, 2, 1, 6, -14, 0.2, 10
(23) NC(=O)CCn1nc(-c2ccc(Cl)cc2)c2ccccc2c1=O
    0, 1, -4, 3, 0, -3, 10, 0.9, -1
(24) CC1(C)C2CC=C(/C=N/NC(=O)c3ccc(Cl)cc3)C1C2 (stereo not drawn)
    1, 5, 9, -2, 3, 6, 3, 5.2, -1
(25) O=C(COC(=O)c1cccc([N+](=O)[O-])c1)Nc1ccc(Cl)cn1
    -4, 0, 5, 8, -4, 5, 0, -2.2, 9
(26) CC1=C(C(=O)Nc2ccccc2C)C(c2cccs2)NC(=S)N1 (stereo not drawn)
    -2, 7, -3, -6, -1, 7, 3, 3.5, -3
(27) CC(=O)Nc1ccc(S(=O)(=O)/N=C2/NC(=O)/C(=C\c3ccco3)S2)cc1
    -3, 8, -3, 1, 0, 12, 7, -0.8, 1
(28) CC(C)c1ccc(NC(=O)COC(=O)C2CCCCC2)cc1
    -5, 3, /, 2, /, 8, 8, 3.8, 10
(29) O=C(COC(=O)c1ccc(S(=O)(=O)N2CCOCC2)cc1)NCc1cccs1
    -3, 3, -3, -9, -3, -1, 7, 2.6, 6
(30) Cc1ccc(NC(=O)C2CCN(S(=O)(=O)c3cccc(C(F)(F)F)c3)CC2)nc1
    -1, 1, -9, -4, 1, 7, 7, 0.0, 9

# Some values from the list.
# GASC-1 inh result of compound 27 = 1
# procasp3 activ result of compound 24 = 3

# (continued)
# Results follow in this order: PP1 counter, GRK2 aptamer HTS, core dimer inh, proCasp7 act, Fh CTSL1 inh, VLA-4 inh, procasp3 activ, PP5 primary, GASC-1 inh
(31) COc1ccc(NC(=O)c2ccccc2NC(=O)c2ccccc2C(=O)O)c(OC)c1
    -2, 1, 6, -4, -7, 13, 2, -0.6, 9
(32) CC(=O)c1c(C)[nH]c(C(=O)N2CCN(c3ccccn3)CC2)c1C
    4, 0, -14, -5, -1, -12, 1, 2.4, 0
(33) CC1CCCCN1C(=O)C1CCCN(S(=O)(=O)c2cccc3nsnc23)C1 (stereo not drawn)
    2, 0, -3, 3, 0, -9, -1, -1.8, 2
(34) Cc1ccc(NC(=S)N(CCC(C)C)C(C)c2ccncc2)c(Cl)c1 (stereo not drawn)
    3, 0, 0, -6, 2, 10, -2, 3.5, 1
(35) CCCc1nn(C)c(C(=O)Nc2cccc(C)c2)c1Cl
    -2, 0, -1, 1, -1, 2, 9, 0.7, 4
(36) O=C(CC12CCC(CC1)C2)NCc1ccc2c(c1)OCO2
    0, 0, 1, -6, 0, 20, 4, 1.5, -6
(37) O=C(Nc1cc(S(=O)(=O)N2CCOCC2)ccc1OCC(F)(F)F)c1ccc(N2CCCC2=O)cc1
    -2, 0, 0, 7, 6, 8, 3, -2.8, 7
(38) O=C(Nc1cccc2cccnc12)c1cccc([N+](=O)[O-])c1
    4, 1, 1, 10, -1, 15, -6, 1.1, 0
(39) COC(=O)CN1C(=O)[C@@H]2[C@H](C1=O)[C@@H]1CC(C(=O)OC)=C[C@@H](C(=O)OC)[C@@H]3C1=C(C(=O)[C@@]3(C)NC(=O)c1ccccc1)[C@@H]2C
    2, 1, 12, 1, 0, 12, -15, -0.8, -8
(40) O=C(N/N=C/c1cn[nH]c1-c1ccccc1)c1ccco1
    2, 1, -1, -2, 2, -1, -3, 0.1, -28
(41) Cc1c(Cl)cccc1NC(=O)CSCC(N)=O
    0, 3, 3, 2, -10, 4, 10, -2.2, 0
(42) COC(=O)C(NC(=O)CCC(=O)NC(C(=O)OC)c1ccccc1)c1ccccc1 (stereo not drawn)
    -1, 4, -15, -2, -2, -11, -7, -1.0, -3
(43) COc1ccc(CNC(=O)Cn2c(=O)oc3ccccc32)cc1OC
    -3, 2, 3, -3, -1, 97*, 3, 1.2, 4
(44) Cc1ccc2[nH]c(=O)c(C(c3nnnn3CC3CCCO3)N3CCOCC3)cc2c1 (stereo not drawn)
    -2, 0, 2, -16, 2, 13, -5, -0.6, 5
(45) CC(C)OC(=O)Cc1nc2sc(-c3ccccc3)cc2c(=O)[nH]1
    2, 0, -1, -2, -1, -22, -11, 3.2, -9
(46) O=C(CCC(=O)OCC(=O)c1ccc(Cl)cc1)NC1CCCCC1
    -2, 4, -2, 3, -13, 33, -1, -0.6, 6

# In the list so far, these have fluorine:
# Results follow in this order: PP1 counter, GRK2 aptamer HTS, core dimer inh, proCasp7 act, Fh CTSL1 inh, VLA-4 inh, procasp3 activ, PP5 primary, GASC-1 inh
(5) COc1ccc(-c2cc(C(F)F)n3ncc(C(=O)N4CCc5ccccc54)c3n2)cc1
    4, 0, 13, -10, 2, -7, 2, 6.2, -2
(19) O=C(CNC(=O)c1ccccc1C(F)(F)F)N/N=C/c1cccs1
    2, 0, 9, -3, -1, -1, 3, -0.5, -6
(20) O=C(NC1CCCc2c1cnn2-c1ccc(F)cc1F)c1ccccc1N1CCOCC1 (stereo not drawn)
    -1, 2, 0, 2, 0, 5, -9, -2.2, -9
(30) Cc1ccc(NC(=O)C2CCN(S(=O)(=O)c3cccc(C(F)(F)F)c3)CC2)nc1
    -1, 1, -9, -4, 1, 7, 7, 0.0, 9
(37) O=C(Nc1cc(S(=O)(=O)N2CCOCC2)ccc1OCC(F)(F)F)c1ccc(N2CCCC2=O)cc1
    -2, 0, 0, 7, 6, 8, 3, -2.8, 7

# Part of the list above in a different format:
[40] O=C(N/N=C/c1cn[nH]c1-c1ccccc1)c1ccco1
[41] Cc1c(Cl)cccc1NC(=O)CSCC(N)=O
[42] COC(=O)C(NC(=O)CCC(=O)NC(C(=O)OC)c1ccccc1)c1ccccc1 (stereo not drawn)
[43] COc1ccc(CNC(=O)Cn2c(=O)oc3ccccc32)cc1OC
[44] Cc1ccc2[nH]c(=O)c(C(c3nnnn3CC3CCCO3)N3CCOCC3)cc2c1 (stereo not drawn)
[45] CC(C)OC(=O)Cc1nc2sc(-c3ccccc3)cc2c(=O)[nH]1

assay / compound	40	41	42	43	44	45
PP1 counter	2	0	-1	-3	-2	2
GRK2 aptamer HTS	1	3	4	2	0	0
core dimer inh	-1	3	-15	3	2	-1
proCasp7 act	-2	2	-2	-3	-16	-2
Fh CTSL1 inh	2	-10	-2	-1	2	-1
VLA-4 inh	-1	4	-11	97*	13	-22
procasp3 activ	-3	10	-7	3	-5	-11
PP5 primary	0.1	-2.2	-1.0	1.2	-0.6	3.2
GASC-1 inh	-28	0	-3	4	5	-9
